Bioassay records: PubChem, National Center for Advancing Translational Sciences (NCATS)
Glioma ERSR ind – induces the endoplasmic reticulum stress response in human glioma cells; U87-MG GRP78 promoter luciferase reporter, 16 h; actives 0.02% (n = 420,000); Potency, µM, for inactives: at the highest dose activation, most hits filed as activators; note: potency is the fitted concentration of half-maximal effect; series mostly up to about 76 µM; % of control where 0% means no effect; nearly all actives have a fitted effect of over 35% in size
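Stably transfected U87-MG human glioma cells carrying a GRP78-based luminescent sensor were seeded at 1000 cells/well, pin-dosed with compounds and incubated 16 h. Luciferase reagent was then added, and end-point luminescence was read after 10 min at room temperature.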
D2 antagonist – antagonists of human D2 dopamine receptor; P14416; HEK293 TREx D2 cells, calcium flux, dopamine EC80; inhibition, % at 10 µM; actives 2% (n = 340,000); AID 485344; in the data active = inhibition above about 30%; note: 0% is about no effect
Target sequence (P14416 whole entry, looked up): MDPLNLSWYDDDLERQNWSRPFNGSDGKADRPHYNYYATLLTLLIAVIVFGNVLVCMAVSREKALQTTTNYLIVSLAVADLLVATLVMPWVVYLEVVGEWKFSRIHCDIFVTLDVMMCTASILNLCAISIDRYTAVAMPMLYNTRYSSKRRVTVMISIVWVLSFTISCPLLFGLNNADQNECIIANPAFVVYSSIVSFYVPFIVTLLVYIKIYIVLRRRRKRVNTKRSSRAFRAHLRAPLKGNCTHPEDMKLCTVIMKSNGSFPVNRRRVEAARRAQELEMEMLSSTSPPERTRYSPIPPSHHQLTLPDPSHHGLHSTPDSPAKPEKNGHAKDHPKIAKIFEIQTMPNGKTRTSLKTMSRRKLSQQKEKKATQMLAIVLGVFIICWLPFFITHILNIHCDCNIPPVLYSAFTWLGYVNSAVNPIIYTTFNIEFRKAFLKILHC
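Tetracycline-induced HEK293 TREx cells expressing D2 receptor forced-coupled to calcium signalling, loaded with no-wash calcium dye. Compounds added and calcium flux read 180 s, then dopamine added at EC80 and read a further 180 s.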
Vif-APOBEC3F blk – inhibitors of Vif-A3F interaction. Potency, µM (doses to about 46.1 µM), without a hit: top-dose activity, negative = active. HeLa A3F-eYFP + Vif (tagged APOBEC3F with the HIV-1 protein that degrades it), YFP fluorescence increase. actives 0.2% (n = 390,000). AID 602313; note: potency is the fitted concentration of half-maximal effect; % of control where 0% means no effect; nearly all actives have a fitted effect of over 65% in size
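HeLa cells stably expressing A3F-eYFP plus Vif, plated and incubated overnight at 37 deg C, then exposed to compounds overnight at 37 deg C. Blocked degradation read as raised yellow fluorescence (Ex 488/Em 500-530).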
D2 ag – activates the human D2 dopamine receptor | P14416 | HEK293 T-REx D2 cells, calcium flux agonist mode | activation, % at 2 µM | actives 0.53% (n = 340,000) | AID 485358;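 active = activation over 3 SD above normal in the single-dose calcium agonist read, cut at about 30% in these data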; note: 0% is about no effect
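Tetracycline-induced HEK293 Trex cells with D2 receptor force-coupled to calcium signaling, plated overnight at 30 C and loaded with no-wash calcium dye. Calcium flux read kinetically for 180 s after compound addition; responses flag agonists.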
LDHA block – blocks human lactate dehydrogenase A | AID 1347041 | actives 0.15% (n = 480,000) | P00338 | activity change, % (values are at about 110 or 230 µM) | purified LDHA, NADH/diaphorase-resazurin fluorescence; hits give low values; in the data active = activity change below about -30%; inconclusive = mostly about -25% to -30%;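 note: plate controls were DMSO wells for no effect and wells without enzyme for full effect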
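LDH5 2 nM; NADH 0.06 mM, pyruvate 0.2 mM; 200 mM Tris pH 7.4, EDTA, Tween-20; 5 min RT. Detection: diaphorase 0.133 mg/mL + resazurin 37 µM, fluorescence ex540/em590 at 0 and 20 min; normalized to enzyme-free and DMSO wells.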
Vif-APOBEC3G blk – inhibitors of Vif-APOBEC3G interaction; Potency, µM (series often up to 46.1 µM), inactives show at the highest dose activity, negative = active, hits mostly inhibitors; AID 602310; Q9HC16; HeLa A3G-eYFP + Vif (tagged APOBEC3G with the HIV-1 protein that degrades it), YFP fluorescence, overnight; actives 0.076% (n = 410,000);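 note: potency is the fitted concentration of half-maximal effect; % is set by controls: 0 for no effect and ±100 for the full control effect; nearly all actives have a fitted effect of over 60% in size; hits raise eYFP signal because A3G escapes Vif-driven loss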
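Read-out is eYFP fluorescence (Ex 488/Em 500-530) from Vif-expressing HeLa A3G-eYFP cells; more signal means A3G escaped Vif-mediated degradation. Cells plated overnight, compound pinned in, incubated overnight at 37 deg C.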
ERG-DNA inh – inhibitors of human ERG Ets domain-DNA interaction; P11308; fluorescence polarization, His-ERG Ets domain / labelled DNA; Potency, µM (doses to about 76.9 µM), inactives show at the top dose FP activity, negative = inhibition, usual class: inhibitors; actives 0.028% (n = 370,000); AID 624246; active = well fitted inhibition curve with a large enough effect in the polarisation, with a control signal flat; inconclusive = small, poorly fitted or top-dose-only effect, or effect the other way, or a change in a side signal; inactive = no such curve, though single readings can be large or run the other way; the % refers to the polarisation;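 note: polarization taken with two DNA probes labelled with fluorescein and Texas red; potency is the fitted concentration of half-maximal effect; % of control where 0% means no effect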
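His-tagged ERG Ets domain (1 uM in the protein solution; 300mM KCl, 50mM Tris-HCl, 1mM EDTA, 1mM DTT, pH 7.5) received compound, then a probe mix of 5 nM fluorescein-DNA and 100nM Texas-615-DNA. Fluorescence polarization was read for both dyes.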
RGS4 inh – blocks human RGS4-accelerated GTP hydrolysis; P49798; Transcreener GDP fluorescence polarization, RGS4-accelerated GTP hydrolysis; Potency, µM (doses to about 114 µM), for the others: at the top dose activity change, negative = inhibition, usual class: inhibitors; actives 0.039% (n = 390,000); note: potency is the fitted concentration of half-maximal effect; % is set by controls: 0 for no effect and ±100 for the full control effect; nearly all actives have a fitted effect of over 75% in size; some results filed as inactive show a strong effect at the top dose
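MLSMR compounds (23 nl, pin-transferred) preincubated 10 min at room temperature with a 500nM (2x) first reagent, then RGS4 at 900nM (2x) plus Transcreener GDP mix added; fluorescence polarization (620/688 nm) read before and after 90 min at 30 °C.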
ALOX12 inh – inhibitors of human 12S-lipoxygenase ALOX12. AID 1671190. purified 12hLO, xylenol orange hydroperoxide absorbance. P18054. Potency, µM (top dose mostly 108 µM), inactives show at the highest dose activity change, negative = inhibition, hits mostly inhibitors. actives 1.1% (n = 580,000); note: potency is the fitted concentration of half-maximal effect; % is set by controls: 0 for no effect and ±100 for the full control effect
Target sequence (P18054 whole entry, looked up): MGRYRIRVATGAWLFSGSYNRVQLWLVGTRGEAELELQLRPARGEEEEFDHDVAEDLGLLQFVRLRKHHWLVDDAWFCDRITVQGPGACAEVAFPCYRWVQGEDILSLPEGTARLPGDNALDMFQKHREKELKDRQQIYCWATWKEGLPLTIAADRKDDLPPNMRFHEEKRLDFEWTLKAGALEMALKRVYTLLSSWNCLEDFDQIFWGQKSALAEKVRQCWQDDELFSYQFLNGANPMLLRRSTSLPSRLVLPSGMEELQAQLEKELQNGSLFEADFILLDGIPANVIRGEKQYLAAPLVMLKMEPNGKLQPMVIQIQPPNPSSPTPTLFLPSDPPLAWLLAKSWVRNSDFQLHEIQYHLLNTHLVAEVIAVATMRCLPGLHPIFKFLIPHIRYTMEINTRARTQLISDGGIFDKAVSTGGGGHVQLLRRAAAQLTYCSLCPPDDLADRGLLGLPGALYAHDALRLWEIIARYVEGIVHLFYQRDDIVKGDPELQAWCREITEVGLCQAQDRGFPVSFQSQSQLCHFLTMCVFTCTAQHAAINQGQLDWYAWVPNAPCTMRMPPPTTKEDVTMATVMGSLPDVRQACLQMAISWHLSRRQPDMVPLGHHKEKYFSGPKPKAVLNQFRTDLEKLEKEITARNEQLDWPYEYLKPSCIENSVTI
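Purified human 12hLO (150 nM final) in 25 mM Hepes, 0.01% Triton X-100, pH 7.0 was preincubated 15 min at room temperature with compound. Then 40 uM arachidonic acid was added, 30 min. Hydroperoxide was read by Fe-XO absorbance ratio 573/405 nm.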
The depositor's hits bear a star; ? = inconclusive; . = not tested or not shown; & = joins results of further samples; [ ] = another dose, or the depositor's remark. Unless noted, calls come from the whole dose curve; as a rule, active = well fitted curve in the direction sought with a large enough effect; inconclusive = small, poorly fitted or top-dose-only effect, or another doubt; inactive = no such curve, though single readings can be large; an effect the other way counts as inactive or inconclusive. An excerpt; rates above refer to the full screens.

SMILES	Glioma ERSR ind	D2 antagonist	Vif-APOBEC3F blk	D2 ag	LDHA block	Vif-APOBEC3G blk	ERG-DNA inh	RGS4 inh	ALOX12 inh
Cc1cc(Nc2ccc(Cl)cc2C)nc(-n2nc(C)cc2C)n1	-1%	.	0%	0.0	0	3%	12%	-10%	-15%
Cc1cc(-c2ccc(Cl)cc2)n2nc(C)cc2n1	-1%	-19	-2%	-0.3	-3	8%	-14%	0%	9%
CCOc1c2ccc(C(=O)NCc3ccc(OC)cc3)cc2nn1CCOC	-2%	-11	?	0.5	0	1%	2%	-17%	-6%
COc1ccccc1C1=CC(=O)C[C@H](c2ccc3c(c2)OCO3)C1	-1%	-8	-7%	0.3	3	-19%	1%	-6%	-25%
Cc1nc(-c2ccccc2)sc1C(=O)/C=C/N(C)C	6%	10	5%	-1.0	-3	1%	6%	-41%[56.9 µM]	?
CC(=O)C1=C(C)N=c2s/c(=C/c3ccc4c(c3)OCO4)c(=O)n2C1c1ccc(N(C)C)cc1 (centres undefined)	5%	.	-16%	.	2	-15%	14%	-14%[11.4 µM]	-11%
O=[N+]([O-])c1cc(Cl)c(O)c2ncccc12	-2%	-5	-17%	-0.1	20	1%	3%	-2%	5.6µM*
Cn1c(N)c(C(=O)COC(=O)COc2ccccc2Cl)c(=O)n(C)c1=O	-2%	3	-9%	-1.1	-10	0%	-2%	-27%	12%
Oc1ccc2ccccc2c1/C=N/n1cnnc1	0%	9	-7%	0.0	0	0%	-6%	-12%	0%
COc1cccc(-n2c(=O)c3c4c(sc3n(Cc3ccccc3C#N)c2=O)CCCC4)c1	-5%	.	1%	-0.6	-2	2%	1%	-3%	-19%
COc1cccc(-c2cn3c(n2)sc2cc(C(=O)NCc4ccccc4F)ccc23)c1	5%	.	-3%	0.4	-2	-1%	2%	-8%	-23%
CCOC(=O)c1sc(N)c(C#N)c1COC(=O)CNC(=O)c1cc(OC)c(OC)c(OC)c1	1%	-7	-6%	-0.8	-10	2%	-7%	8%	0%
CCOC(=O)c1sc(NC(=O)c2cccs2)nc1C	7%	2	0%	0.0	-17	-8%	-4%	5%	16%
Cc1c(N=Cc2ccc(Cl)o2)c(=O)n(-c2ccccc2)n1C	18%	19	-6%	-0.4	-1	0%	4%	3%	?
CC1=NN(c2nc3ccccc3[nH]2)C(=O)/C1=C/N(C)C	-9%	23	-2%	0.2	1	-1%	?	5%	.
COc1cc(Cl)c(C)cc1NC(=O)COC(=O)CCc1nc2ccccc2c(=O)[nH]1	-1%	-7	-9%	0.1	-7	-8%	9%	-4%	?
Cc1nnc(SCc2ccccc2CSc2nnc(C)s2)s1	1%	9	4%	1.2	-5	-4%	-2%	-5%	29%
O=C(CC(SCc1ccco1)c1ccc(O)cc1)c1cccs1 (centres undefined)	3%	12	-1%	-0.2	-5	-19%	2%	-7%	4%
O=C(CC1N=C2c3ccccc3N=C(SCc3ccc(F)cc3)N2C1=O)NCc1ccco1 (centres undefined)	0%	-2	-7%	-0.2	3	-11%	-1%	-54%	-25%
COc1ccc(CCC(=O)NNC(=O)c2cccs2)cc1	-6%	8	2%	0.8	-16	0%	4%	2%	3%

Limited to Vif-APOBEC3F blk and ALOX12 inh, for some of the entries so far:
| molecule | Vif-APOBEC3F blk | ALOX12 inh |
| --- | --- | --- |
| Cc1cc(Nc2ccc(Cl)cc2C)nc(-n2nc(C)cc2C)n1 | 0% | -15% |
| Cn1c(N)c(C(=O)COC(=O)COc2ccccc2Cl)c(=O)n(C)c1=O | -9% | 12% |
| CCOc1c2ccc(C(=O)NCc3ccc(OC)cc3)cc2nn1CCOC | ? | -6% |
| O=[N+]([O-])c1cc(Cl)c(O)c2ncccc12 | -17% | 5.6µM* |

Back to the main list, starting two compounds before the break.
SMILES	Glioma ERSR ind	D2 antagonist	Vif-APOBEC3F blk	D2 ag	LDHA block	Vif-APOBEC3G blk	ERG-DNA inh	RGS4 inh	ALOX12 inh
O=C(CC1N=C2c3ccccc3N=C(SCc3ccc(F)cc3)N2C1=O)NCc1ccco1 (centres undefined)	0%	-2	-7%	-0.2	3	-11%	-1%	-54%	-25%
COc1ccc(CCC(=O)NNC(=O)c2cccs2)cc1	-6%	8	2%	0.8	-16	0%	4%	2%	3%
CC(C)Cc1ccc(C(C)/C=C2/CCC(CN3CCCCC3)C2=O)cc1 (centres undefined)	-11%	.	2%	.	3	-17%	.	?	?
O=C(NCC(c1cccs1)N1CCOCC1)c1ccc(OCc2ccccc2)cc1 (centres undefined)	-2%	-16	2%	-1.3	-3	0%	-4%	11%	25%
CC(C)(C)OC(=O)NNC(=S)NC1CCCCC1	-3%	-17	6%	-0.2	-3	-1%	-1%	-6%	-2%
C/C(N)=C(/C#N)C(=O)CSc1cc(Cl)ccc1Cl	-6%	5	-20%	-1.2	-1	-4%	-8%	-4%	0%
CNc1ccc(-c2ccccc2OC)cn1	-1%	.	.	.	-5	-8%	.	.	6%
O=C(CN1CCCCC1)NCCNC(=O)CN1CCCCC1	-6%	-3	-7%	0.3	2	1%	8%	-21%	-13%
CCc1nc2c(OCCC3CCCCC3)cccn2c1N(C)C(=O)COc1ccccc1	-2%	.	.	.	-2	-8%	.	.	?
CC(=O)c1c(C(C)=O)c(C)n(-c2cccc3cccnc23)c1C	-4%	11	27%	-0.2	-5	0%	-3%	0%	14%
COc1ccc(CCC(=O)Nc2sc(C(=O)N(C)C)c(C)c2C#N)cc1	-3%	-2	-14%	0.3	-12	0%	11%	-5%	12%
Cc1ccc(C2=NNC(C(O)C(O)C(O)C(C)O)S2)cc1 (centres undefined)	12%	0	-6%	0.3	1	-3%	-3%	4%	?
Cc1ccc2nc(SCC(=O)Nc3cccc(F)c3)nc(=O)n2c1	0%	1	5%	0.2	-2	1%	.	?	20%
CSc1nc(N)nc(SC2C=CCCC2)c1C#N (centres undefined)	0%	-18	-3%	0.2	-3	1%	.	-26%	-11%
CC(C)NC(=O)c1ccc(C2SCC(=O)N2Cc2ccccc2)cc1 (centres undefined)	-1%	50*	-7%	0.0	-9	1%	.	3%	1%
O=[N+]([O-])c1ccccc1OCCCN1CCc2ccccc2C1	3%	75*	10%	0.1	-4	1%	-5%	17%	0%
COc1ccc(OC)c(CCNC(=O)Cn2nc(C)c3c(C)n(-c4ccc(C)cc4)nc3c2=O)c1	-6%	-8	7%	0.3	-17	1%	5%	-5%	?
CN(C)C(C)(C)/C=C/C(O)(c1ccccc1)c1ccccc1	-3%	7	5%	1.5	-5	-5%	-1%	-1%	?
O=C(c1ccccc1-n1cccc1)N1N=C(C(F)F)CC1(O)C(F)F (centres undefined)	-5%	-18	2%	0.7	0	1%	-11%	-6%	7%
CCOc1cc(/C=N\n2nnnc2N)ccc1O	-2%	12	-3%	-0.7	1	0%	0%	-9%	7%
CCOC(=O)c1cnc(Nc2nc3ccccc3o2)nc1CN1CCN(C)CC1	-7%	-7	-21%	0.3	12	?	-7%	?	-36%
O=C1CSC(c2cccnc2)N1Cc1ccc(Cl)cc1 (centres undefined)	-8%	2	-7%	0.7	-6	1%	-4%	2%	?
Cn1nnnc1Sc1ncnc2scc(-c3cccc4c3sc3ccccc34)c12	-8%	.	4%	.	-3&1	-19%	.	-16%	-20%
O=C1NCCCCC1NS(=O)(=O)c1cccc2ccccc12 (centres undefined)	-6%	5	6%	-0.7	-3	1%	-7%	3%	.
CC(Sc1nc(-c2ccccc2)cs1)C(=O)Nc1ccc(Cl)cn1 (centres undefined)	-1%	12	-5%	1.1	1	-13%	10%	?	7%
CCN(CC)CCSc1nnc2c3cc(F)ccc3n(C)c2n1	1%	.	2%	0.0	-1	7%	-1%	6%	-20%
Cc1nc(Nc2ccc(Cl)c(Cl)c2)sc1C(/C=C/c1ccc2c(c1)OCO2)=NNc1ccc([N+](=O)[O-])cc1[N+](=O)[O-]	-7%	.	-22%	.	-9	-1%	.	-20%	-14%
CCCN1CCN(C(=O)Nc2ccc(OCC)cc2)CC1	-1%	4	1%	0.8	-1	3%	6%	-4%[11.4 µM]	6%
Nc1ncnc2c1ncn2[C@@H]1O[C@H](CNC(=O)[C@@H]2CCC(=O)N2)[C@@H](O)[C@H]1O	-3%	.	1%	.	-2	4%	-2%	20%	.
N#CC1=C(N)C(C#N)(C#N)C(c2cccnc2)C2COCC=C12 (centres undefined)	-3%	6	-12%	0.0	-5	0%	-1%	0%[11.4 µM]	0%
Cc1nc2c(c(C)nn2C(C)(C)C)c(C)c1CCC(=O)Nc1ccc(Br)cc1Br	2%	.	-10%	-1.7	0	-4%	-5%	-4%	-4%
C=CCN(c1ccc(C(=O)Nc2cc(C)cc(C)c2)cc1)S(C)(=O)=O	-5%	-6	5%	-0.4	-5	-1%	-1%	1%	1%
CC(CN(C)Cc1ccccc1)OC(=O)c1cccc(F)c1 (centres undefined)	2%	3	4%	0.5	-3	0%	-3%	-12%	-22%
Cc1ccc(NC(=O)C(OC(=O)c2cc(C)oc2C)c2ccccc2)cc1 (centres undefined)	-3%	-13	-11%	0.8	-8	-1%	-6%	14%	1%
CN1C(C(=O)NCc2ccccc2)CC2Cn3c(nc4cc5ccccc5cc43)C21 (centres undefined)	-5%	11	-3%	1.1	-2	2%	-3%	15%	-13%
Cc1ccccc1N=Nc1c(O)n(C)c2ccccc12	-3%	0	0%	0.8	7	-1%	0%	-36%	0%
